NS3 helicase inh = inhibitors of Hepatitis C virus NS3 helicase | NS3 helicase DNA unwinding, Cy5 molecular beacon fluorescence | inhibition, % at 10.9 µM | 290,000 compounds, 0.56% hits | AID 1800;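 active means inhibition above the mean of all tested compounds plus 3 SD, set per campaign, cut at about 35% in these data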;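 further: 0% = DMSO wells and 100% = thioflavine S control wells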
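Test system: hepatitis C virus NS3 helicase domain fragment enzyme. Also added: annealed dual-labelled DNA beacon duplex, ATP-started. Timing: 60 min unwinding reaction at 25 °C after ATP addition. Technique: Cy5 fluorescence. Measure: % inhibition of unwinding.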
FID counter = displaces DNA intercalator in HCV helicase counter-screen. DNA fluorescent intercalator displacement, fluorescence. inhibition, % at 7.9 µM. 290,000 compounds, 0.17% hits. AID 1845; in the data active means inhibition above about 37%;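 further: 0% = vehicle and 100% = reference compound; higher means more ethidium bromide displaced from hairpin DNA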
IMP-1 inh = inhibitors of Pseudomonas aeruginosa IMP-1 metallo-beta-lactamase; purified IMP-1, nitrocefin hydrolysis, epi-absorbance fluorescence; inhibition, % at 5.6 µM; 290,000 compounds, 0.45% hits;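 active means inhibition above the mean plus 3 SD of all compounds in the same screening run, cut at about 4.5% in these data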;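 further: 0% = IMP-1 with DMSO and 100% = DMSO wells lacking enzyme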
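Assay system: purified IMP-1; Quantity: IMP-1 0.2 nM before substrate addition; Medium: HEPES buffer pH 7.1 with ZnSO4 and Brij 35; Incubation: 15 min enzyme–compound preincubation, then 25 min nitrocefin reaction, 25 °C; Signal: fluorescence quenching readout, ex 480/em 530 nm; Controls: DMSO with and without IMP-1; Repeats: singlicate testing.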
GPR7 antag = antagonists of human GPR7 (neuropeptides B/W receptor 1). P48145. GPR7-expressing cells, fluorescence antagonist assay. inhibition, % at 4.4 µM. 290,000 compounds, 1.1% hits. AID 1861; in the data active means inhibition above about 16%, passing the limit was not always enough;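 further: cells stimulated with the agonist NPW; 0% = agonist with vehicle and 100% = vehicle without agonist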
OXTR ag = human OXTR agonism; P30559; 320,000 compounds, 0.32% hits; AID 2435; activation, % at 3 µM; CHO-OTR cells, Fluo-8 calcium fluorescence; normalized: DMSO 0%, oxytocin 100%;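 active means activation above the mean of all tested compounds plus 3 SD, cutoff set per screening run, cut at about 20% in these data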;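 further: peak over basal fluorescence ratio from a 100 s FLIPR kinetic read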
Target sequence (P30559 whole entry, looked up): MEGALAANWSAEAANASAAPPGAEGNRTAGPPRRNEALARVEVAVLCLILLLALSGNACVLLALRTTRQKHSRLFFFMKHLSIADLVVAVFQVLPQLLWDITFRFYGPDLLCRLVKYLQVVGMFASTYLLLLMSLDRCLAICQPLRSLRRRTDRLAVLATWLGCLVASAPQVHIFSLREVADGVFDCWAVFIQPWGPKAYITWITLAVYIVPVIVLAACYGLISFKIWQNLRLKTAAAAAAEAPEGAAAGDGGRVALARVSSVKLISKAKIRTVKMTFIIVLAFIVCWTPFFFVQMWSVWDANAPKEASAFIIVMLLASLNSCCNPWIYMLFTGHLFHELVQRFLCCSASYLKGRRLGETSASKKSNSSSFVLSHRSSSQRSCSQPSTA
V1R ag counter = activates human V1a receptor in oxytocin agonist counter-screen | AID 2797 | 320,000 compounds, 0.25% hits | CHO-V1R cells, Fluo-8 calcium fluorescence, agonist mode; 0% DMSO, 100% 3 nM vasopressin | activation, % at 3 µM | P37288;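 active means activation above the mean activation of all tested compounds plus 3 SD, per screening run, cut at about 20% in these data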;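 further: signal is peak over basal fluorescence ratio across a 100 second FLIPR read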
Target sequence (P37288 whole entry, looked up): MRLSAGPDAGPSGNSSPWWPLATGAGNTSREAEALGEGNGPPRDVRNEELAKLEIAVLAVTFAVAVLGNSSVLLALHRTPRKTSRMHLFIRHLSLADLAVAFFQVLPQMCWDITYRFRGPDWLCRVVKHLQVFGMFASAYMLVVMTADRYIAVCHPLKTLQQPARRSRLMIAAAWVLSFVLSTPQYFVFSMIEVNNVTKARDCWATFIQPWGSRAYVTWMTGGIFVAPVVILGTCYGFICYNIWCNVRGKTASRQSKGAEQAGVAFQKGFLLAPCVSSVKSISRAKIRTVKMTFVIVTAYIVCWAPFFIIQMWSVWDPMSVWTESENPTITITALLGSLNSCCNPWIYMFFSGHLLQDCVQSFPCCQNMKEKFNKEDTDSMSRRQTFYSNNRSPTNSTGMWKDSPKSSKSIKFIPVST
GalR3 antagonist = antagonists of human GalR3; O60755; HEK293 GalR3-CNG cAMP membrane potential fluorescence; galR3 body fused to GalR1 C-terminus; inhibition, % at 3 µM; 360,000 compounds, 0.44% hits;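 active means inhibition above the screen-wide average plus 3 SD, cut at about 13% in these data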;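 further: forskolin and galanin both at EC90 stimulate the cells; cAMP rise reported by CNG channel membrane potential dye signal; 0% = forskolin plus galanin with DMSO and 100% = forskolin alone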
PHOSPHO1 block = PHOSPHO1 (human) inhibition; Q8TCT1; recombinant PHOSPHO1, absorbance phosphatase assay; inhibition, % at 13.3 µM; 290,000 compounds, 1.1% hits; AID 1565; in the data active means inhibition above about 60%
Target sequence (Q8TCT1 whole entry, looked up): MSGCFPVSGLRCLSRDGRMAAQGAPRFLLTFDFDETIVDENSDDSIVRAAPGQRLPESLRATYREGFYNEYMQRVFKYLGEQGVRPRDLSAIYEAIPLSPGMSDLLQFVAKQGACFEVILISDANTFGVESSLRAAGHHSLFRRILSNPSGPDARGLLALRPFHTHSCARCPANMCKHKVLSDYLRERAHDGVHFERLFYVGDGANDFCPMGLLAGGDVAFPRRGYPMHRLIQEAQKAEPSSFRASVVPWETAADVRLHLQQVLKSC
VIM-2 inh = inhibitors of Pseudomonas aeruginosa VIM-2 metallo-beta-lactamase; 290,000 compounds, 0.89% hits; inhibition, % at 5.6 µM; purified VIM-2, nitrocefin hydrolysis, epi-absorbance fluorescence;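 active means inhibition above the mean of all tested compounds plus 3 SD, cutoff set per screening run, cut at about 7.5% in these data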;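 further: red hydrolysis product quenches plate fluorescence so inhibitors raise well fluorescence; 0% = enzyme with DMSO and 100% = DMSO without enzyme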
* hit, by the source's call; / = not tested or not shown.

SMILES | NS3 helicase inh | FID counter | IMP-1 inh | GPR7 antag | OXTR ag | V1R ag counter | GalR3 antagonist | PHOSPHO1 block | VIM-2 inh
COc1cc(N)c(C(O)c2nccc3cc(OC)c(OC)cc23)cc1OC (stereo unspecified) | 3 | -3 | -0.2 | -7 | -0.4 | 2.1 | -9 | / | -0.1
COC(=O)c1csc(S(=O)(=O)N2CCCCC2)c1OC | 4 | -4 | -4.2 | -13 | -0.2 | -0.8 | 1 | 4 | -2.6
COc1ccc(NC(=S)NC(=O)/C=C/c2ccc(F)cc2)cc1 | 4 | -13 | -2.6 | 2 | / | / | -13 | 31 | -0.7
COc1ccc(CCNC(=O)COC(=O)C2CC2)cc1 | -7 | -2 | -3.2 | -11 | 0.7 | -0.2 | -3 | 6 | -3.0
C=CCNC(=S)Nc1cc(C)ccn1 | -19 | -4 | -2.9 | -16 | -1.9 | -0.7 | -9 | -20 | -1.4
COn1c(SCC(N)=O)nc2ccccc2c1=O | -9 | 3 | -2.6 | -16 | 0.4 | 0.5 | -1 | 1 | -0.4
Cc1nn2c(=O)cc(COC(=O)c3ccc(S(=O)(=O)N4CCCCC4)cc3)nc2s1 | -4 | -5 | -4.9 | -14 | 0.3 | 0.5 | -2 | 7 | -5.0
CC(C)C(NS(=O)(=O)c1ccccc1F)C(=O)N1CCc2ccccc2C1 (stereo unspecified) | -2 | -24 | -2.4 | -7 | 1.1 | 0.2 | 9 | 32 | -1.6
CC(=O)NC(NC(=S)Nc1ccc(S(N)(=O)=O)cc1)C(Cl)(Cl)Cl (stereo unspecified) | -3 | 1 | -2.0 | -13 | -0.1 | 0.7 | 2 | 20 | -2.9
O=S(=O)(CCc1ccccc1)N1CCOCC1 | 0 | -3 | -3.0 | -2 | 0.3 | 0.4 | 7 | -14 | -4.6
CCCN(c1ccc(C)cc1)c1nc(=O)c2cccnc2s1 | -7 | -10 | -0.1 | -9 | -2.6 | 0.3 | 2 | 12 | -0.4
Cc1ccc(N2CCN(CC(=O)Nc3c(C(=O)C4CC4)oc4ccccc34)CC2)cc1 | -7 | 3 | -4.1 | 3 | / | / | / | 25 | 1.1
COc1ccc(CNC(=O)COC(=O)c2cc(-c3cccs3)nc3ccccc23)cc1OC | -27 | -5 | -0.3 | 1 | -0.4 | 2.1 | -2 | -11 | 1.1
O=S(=O)(Nc1cccc(-c2ccc3nncn3n2)c1)c1cccs1 | 13 | -3 | -0.5 | -4 | 0.5 | 0.6 | 2 | -16 | 0.0
COc1cc(NC(=O)CCN2CCOCC2)cc(OC)c1 | -5 | -7 | 1.3 | 1 | / | / | -4 | 36 | 0.5
CN(Cc1c(F)cccc1Cl)c1ccc(S(=O)(=O)N2CCOCC2)cn1 | 0 | -7 | -4.0 | -6 | 0.6 | 1.9 | -4 | 17 | -0.2
CCN1C(=NCCOC)N[C@@H](c2cccs2)C(C(=O)OC)=C1C | -9 | -2 | -2.0 | -7 | -0.6 | -0.1 | -4 | -124 | 0.9
Cc1onc(-c2ccccc2Cl)c1C(=O)Nc1nc2c(s1)CCCC2 | -11 | -10 | -1.4 | 6 | -1.4 | -0.2 | 6 | 45 | -0.1
CCSc1ncc(Cl)c(C(=O)Nc2ccccc2F)n1 | -1 | 2 | -2.5 | -28 | -2.2 | -2.2 | -5 | -1 | 2.8
CCCCc1nc2cc(C(=O)N3CCCCC3CCO)ccc2o1 (stereo unspecified) | 11 | -30 | -1.2 | -14 | -0.8 | -0.6 | -1 | -132 | -1.7
Cc1cccc(NC(=O)N2CCCC2C(=O)NCc2ccccc2)c1 (stereo unspecified) | -3 | -8 | -2.6 | -4 | -0.6 | 0.5 | -11 | 25 | -2.9
Cc1sc2nc(C3CC3)nc(SCC(=O)N3CCc4ccccc4C3)c2c1C | -8 | -22 | -3.1 | -6 | -0.8 | 0.3 | -2 | 10 | 0.7
COc1ccc(/C(N)=N/OC(=O)COc2ccccc2Cl)cc1 | -18 | 0 | -1.6 | -6 | -0.3 | 0.3 | -1 | -8 | -4.1
COc1ccc(C2=NN(C(=S)Nc3ccccc3)C(c3ccccc3)C2)cc1 (stereo unspecified) | 4 | -11 | -3.6 | -3 | -1.2 | 0.5 | -10 | -2 | -1.5

The last 2 compounds of the section above come first, to join the parts.
SMILES | NS3 helicase inh | FID counter | IMP-1 inh | GPR7 antag | OXTR ag | V1R ag counter | GalR3 antagonist | PHOSPHO1 block | VIM-2 inh
COc1ccc(/C(N)=N/OC(=O)COc2ccccc2Cl)cc1 | -18 | 0 | -1.6 | -6 | -0.3 | 0.3 | -1 | -8 | -4.1
COc1ccc(C2=NN(C(=S)Nc3ccccc3)C(c3ccccc3)C2)cc1 (stereo unspecified) | 4 | -11 | -3.6 | -3 | -1.2 | 0.5 | -10 | -2 | -1.5
O=C(CCSc1nnc(-c2ccc(O)cc2)o1)N1CCOCC1 | 9 | 1 | -0.6 | -14 | 3.8 | 1.9 | 3 | 28 | -2.3
CSc1ccc(CCNC(=O)CS(=O)(=O)Cc2nc(-c3ccccc3F)oc2C)cc1 | -3 | -42 | -1.3 | 2 | -0.3 | 2.5 | -8 | 12 | -2.1
O=C(Nc1nnc(SCc2ccccn2)s1)C1CC(=O)N(c2ccc(F)cc2)C1 (stereo unspecified) | 27 | -35 | -3.0 | -2 | 1.0 | 0.1 | -2 | -2 | -6.8
Cc1cc(N2CCCC2=O)ccc1S(=O)(=O)Nc1c(C)nn(C)c1C | -4 | 3 | -3.7 | -6 | 1.9 | 1.4 | -5 | 52 | -3.2
Cc1cccc(C)c1NC(=O)COC(=O)c1ccc([N+](=O)[O-])o1 | -14 | 2 | -0.7 | -16 | -0.3 | 0.9 | -6 | 28 | 0.3
O=C(Nc1ccccc1)c1ccc(NC(=O)C2CC2)cc1 | 2 | -8 | -2.9 | -7 | 1.7 | -0.2 | -1 | 53 | -3.8
O=S(=O)(c1ccc(F)cc1)N1CCN(C(=S)NCc2ccccc2)CC1 | 4 | -11 | -2.1 | 12 | 4.3 | 6.1 | -2 | -14 | -4.5
O=C(NNC(=O)c1ccncc1)Nc1ccccc1 | 12 | -7 | -3.5 | 1 | 0.1 | 0.4 | -8 | 13 | -4.5
CSCSC1=C(C#N)C(c2ccc(Cl)cc2)C(C(C)=O)=C(C)N1 (stereo unspecified) | 1 | -6 | -3.6 | 3 | -1.1 | 0.4 | / | 25 | -2.8
COc1ccccc1NC(=O)CC(=O)c1cccc([N+](=O)[O-])c1 | -4 | 0 | -1.7 | -14 | -1.9 | -1.0 | -11 | 33 | -3.4
Cc1c(C(=O)Nc2ccc(F)cc2)cn2c(nc3ccccc32)c1C#N | 2 | -2 | -1.9 | -5 | -0.1 | 0.1 | 3 | 35 | -1.5
N#Cc1c2c(c[nH]c1=O)CCN2Cc1ccccc1 | 2 | 1 | -6.7 | 3 | 0.3 | 1.8 | 9 | -23 | -0.4
O=C(NCCOc1ccccc1)C1CCC(=O)N(CCN2CCOCC2)C1 (stereo unspecified) | 3 | 1 | -4.2 | -3 | 1.5 | 1.2 | -5 | 50 | -6.5
COc1ccc(OC)c(NC(=O)COC(=O)c2ccc(S(=O)(=O)N3CCOCC3)cc2)c1 | -2 | -7 | -3.5 | -8 | 1.2 | 1.0 | -2 | -6 | -1.6
COc1ccccc1C(=O)NC1CCN(C(=O)Nc2ccc(F)cc2)CC1 | 14 | -14 | 0.7 | 5 | 0.1 | 1.0 | -8 | 26 | -0.6
COc1ccc(C2CN=NC23CCc2ccccc2C3=O)cc1 (stereo unspecified) | -2 | -17 | -3.0 | -3 | -1.9 | -0.2 | -8 | 12 | -0.7
Brc1ccccc1Cn1cnc2ccccc21 | 15 | -19 | -2.3 | -19 | 3.9 | 5.8 | -9 | 8 | -1.2
CCOC(=O)C(=Cc1ccccc1OC)C(=O)OCC | -3 | -14 | 0.2 | -4 | -1.7 | -0.2 | -3 | -15 | 1.1
CCOC(=O)CN1C(=O)SC(Nc2ccc(C)cc2)C1=O (stereo unspecified) | -5 | -2 | -0.1 | -6 | -1.7 | -0.6 | -2 | 26 | -3.2
Cc1cc(SC(C)C(=O)NCC(=O)Nc2ccc(F)c(F)c2F)nc2ccccc12 (stereo unspecified) | -3 | -4 | -1.6 | -6 | -2.4 | -0.7 | -1 | -2 | -2.9
CCOC(=O)Cn1c(=O)oc2cc(S(=O)(=O)Nc3cc(Cl)ccc3OC)ccc21 | 0 | -9 | -4.3 | 11 | 8.6 | 9.5 | 1 | -7 | -2.8
O=S(=O)(c1ccccc1)N1CCN(c2ncnc3scc(-c4ccccc4)c23)CC1 | -14 | -29 | -2.5 | -6 | -1.4 | -0.6 | -7 | 18 | -1.4
COc1ccc(N2CCN(C(C)C(=O)N(C)Cc3ccccc3)CC2)cc1 (stereo unspecified) | 6 | -20 | 2.1 | 8 | 0.5 | -0.2 | -5 | 28 | -0.1
CCN1CCN(CC#CCOc2ccccc2OC)CC1 | -2 | 8 | -1.7 | 7 | 1.4 | 0.3 | -2 | 8 | -2.3
Cc1ccc(CN=c2c([N+](=O)[O-])nn(-c3cccc(C)c3)n2O)cc1 | 1 | 3 | 0.6 | -6 | -1.1 | -1.1 | -7 | 4 | -1.1
O=C1CCCN1CCC1CCN(C2CC(=O)N(Cc3ccc(N4CCCC4=O)cc3)C2=O)CC1 (stereo unspecified) | 4 | -19 | -3.8 | -1 | 0.8 | 0.7 | 4 | -10 | -1.1
CN(C)/C=C(\C=N\OCc1ccc(Cl)cc1Cl)C(=O)Nc1ccc(Cl)c(Cl)c1 | 6 | 9 | -0.2 | 0 | 0.8 | 0.4 | -4 | 0 | 0.7
O=C(Cn1cccc1C(=O)c1ccccc1)NCCN1CCCCCC1 | -36 | 9 | 0.2 | 5 | -0.5 | -0.2 | 3 | 2 | -1.4
CC(=O)N1N=C(N)SC12CCCC2 | -3 | 1 | -0.8 | -10 | -0.8 | 0.4 | -2 | -16 | -2.4
Cc1cc(=O)oc2c(CN(C)Cc3ccccc3)c(O)ccc12 | -10 | 1 | -6.0 | -7 | -0.5 | -1.4 | 9 | 4 | -0.1
C[n+]1ccc(/C=C/c2ccccc2O)c2ccccc21 | -33 | 16 | 0.2 | 4 | 1.0 | 1.3 | -3 | -29 | 1.4
Cc1ccc2nc(N/N=C\c3ccc([N+](=O)[O-])o3)nc(-c3ccccc3)c2c1 | 0 | -5 | -4.0 | -4 | -0.1 | -0.5 | -2 | 11 | -4.1
COc1ccc(-n2nc([N+](=O)[O-])c(=NC3CCN(Cc4ccccc4)CC3)n2O)cc1 | -6 | 11 | 9.4* | -7 | -0.7 | 0.4 | 3 | -1 | -2.3
O=C(NCCO)/C(=C/c1ccc(Br)cc1)NC(=O)c1cccs1 | 8 | -8 | -2.1 | 2 | -0.1 | -0.6 | -1 | 7 | -2.7
